GLP-1R agonist = qHTS of GLP-1 Receptor Agonists. HEK293 GLP-1R CRE-luciferase, luminescence, 4-6 h; cells express a hypersensitive GLP-1R form. Potency, µM (doses to about 45.6 µM), inactives show top-dose activation, usual class: activators. actives 0.007% (n = 380,000). AID 624172, 2012; also: potency is read from the fitted curve at half-maximal effect; % of control where 0% means no effect
WRN inhibitor = qHTS for Inhibitors of WRN Helicase; AID 651768, 2012; Potency, µM (doses to about 114 µM), for the others: at the highest dose activity change, negative = inhibition, most hits filed as inhibitors; actives 0.46% (n = 360,000); WRN helicase unwinding, fluorescent forked duplex, kinetic; Bifunctional 3'-5' exonuclease/ATP-dependent helicase WRN (Homo sapiens), Q14191; also: potency is read from the fitted curve at half-maximal effect; % is scaled to controls: 0 for no effect and ±100 for the full control effect; nearly all actives have a fitted effect of over 55% in size
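WRN at 20 nM final was preincubated with compound for 15 min at room temperature; reaction started with 100 nM forked duplex oligonucleotide carrying fluorophore and quencher plus 2 mM ATP (final). Unwinding followed kinetically by red fluorescence (ex 525/em 598 nm).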
PI5P4Ka inh = qHTS for Inhibitors of phosphatidylinositol 5-phosphate 4-kinase (PI5P4K) | Phosphatidylinositol 5-phosphate 4-kinase type-2 alpha (Homo sapiens), P48426 | PI5P4Kalpha enzyme, ADP-Glo luminescence, 60 min; hits give low values | actives 1.2% (n = 330,000) | max response, %; active = max response of -50% or lower; inconclusive = between -30% and -50%; inactive = -30% or higher; also: value at the top dose of about 77 µM; % is scaled to controls: 0 for no effect and ±100 for the full control effect
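Reactions run in 0.038 M HEPES pH 7.4, 0.28 mM EGTA, 0.1% CHAPS and 5% DMSO, with PI5P4Kalpha, substrate, compound and 5 microM ATP final, one hour at room temperature. Readout is ADP-Glo luminescence.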
GLP1R inv ag = qHTS of GLP-1 Receptor Inverse Agonists (Inhibition Mode); Potency, µM (doses to about 38.3 µM), without a hit: top-dose activity change, negative = inhibition, most hits filed as inhibitors; HEK293 GLP-1R CRE-luciferase, luminescence, 24 h; GLP-1R form is constitutively active; AID 624417, 2012; actives 1.6% (n = 410,000); also: potency is read from the fitted curve at half-maximal effect; % is scaled to controls: 0 for no effect and ±100 for the full control effect; nearly all actives have a fitted effect of over 55% in size
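Stable HEK293 clone (constitutively active GLP-1R + cAMP-response luciferase); 200 cells/uL plated, 12 h pre-culture, compound 24 hr, 37 deg C/5% CO2; detection reagent 12 min RT; luminescence.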
IL2 activator = qHTS of IL-2 Activators; IL-2 activation reporter assay, cell-based qHTS; stimulated with anti-CD3/CD4/CD28 beads; in transgenic mouse T cells; activation, % (series mostly up to about 46 µM); actives 0.065% (n = 360,000); AID 652025, 2013; in the data active = activation above about 50%; inconclusive = mostly about 30% to 49%; also: 0% is about no effect
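Unstimulated transgenic mouse T cells, 750 per well, received compound and, after 60 minutes, anti-CD3/anti-CD4 bead plus anti-CD28 stimulation. EGFP and DsRed were quantified after 18 hours.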
GLP1R cytotox = qHTS of GLP-1 Receptor Inverse Agonists: Cytotox Screen; Potency, µM (doses to about 38.3 µM), inactives show top-dose activity change, negative = inhibition, most hits filed as inhibitors; AID 624418, 2012; actives 0.13% (n = 410,000); HEK293 cAMP-luciferase reporter cells, luminescence, 24 h;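 also: loss of luciferase light is scored as toxicity; potency is read from the fitted curve at half-maximal effect; % is scaled to controls: 0 for no effect and ±100 for the full control effect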
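MLSMR compounds, 24 hr on cells at 37 deg C/5% CO2; luminescence after luciferase reagent (12 min RT). Inhibition counted as the undesired cytotoxic outcome.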
DRD3 antagonist = qHTS of D3 Dopamine Receptor Antagonist: qHTS; actives 2.5% (n = 360,000); max response, negative = inhibition, %; D3R cells, DiscoveRx beta-arrestin luminescence, antagonist mode; hits give low values; D(3) dopamine receptor (Homo sapiens), P35462; AID 652054, 2013; in the data active = max response below about -50%; inconclusive = no clear call, values can overlap the other calls; also: % is scaled to controls: 0 for no effect and ±100 for the full control effect; mostly tested at two doses, the higher about 12 µM
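Cells expressing the human receptor were seeded at 1500 cells/well, incubated overnight at 37 degrees C in 5% CO2, then exposed to library compounds with dopamine controls for 90 minutes at 37 degrees C before luminescent detection.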
PLK1 PBD inh = qHTS for Inhibitors of PLK1-PDB (polo-like kinase 1 - polo-box domain): Primary Screen; Potency, µM, inactives show max response, negative = inhibition, usual class: inhibitors; Serine/threonine-protein kinase PLK1 (Homo sapiens), P53350; AID 720504, 2013; actives 2.8% (n = 360,000); Plk1 PBD binding of FITC phosphopeptide, fluorescence polarization; also: potency is read from the fitted curve at half-maximal effect; series mostly up to about 57 µM; % is scaled to controls: 0 for no effect and ±100 for the full control effect; nearly all actives have a fitted effect of over 65% in size
DRD3 agonist = qHTS of D3 Dopamine Receptor Agonist: qHTS | AID 652048, 2013 | max activation, % | D(3) dopamine receptor (Homo sapiens), P35462 | actives 0.58% (n = 410,000) | D3R DiscoveRx beta-arrestin cells, luminescence, 90 min; in the data active = max activation above about 30%; also: 0% is about no effect; mostly tested at two doses, the higher about 12 µM
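Agonist-mode cell screen: cells plated at 1500/well and incubated overnight at 37 °C, then exposed to library compounds for 90 min at 37 °C. Detection reagent was added for 30–60 min at room temperature, and luminescence was read.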
An asterisk follows results filed as active; ? = inconclusive; . = not tested or not shown; [ ] = remark or other dose. Unless noted, calls follow the shape of the dose curve; as a rule, active = well fitted curve in the direction sought with a large enough effect; inconclusive = small, poorly fitted or top-dose-only effect, or another doubt; inactive = no such curve, though single readings can be large; an effect the other way counts as inactive or inconclusive.

The line under a structure holds: GLP-1R agonist | WRN inhibitor | PI5P4Ka inh | GLP1R inv ag | IL2 activator | GLP1R cytotox | DRD3 antagonist | PLK1 PBD inh | DRD3 agonist
COc1ccccc1N1CCN(Cc2cc(=O)oc3cc(C)ccc23)CC1
 : 5% | -10% | 1 | 6% | -1.0 | 1% | -25 | -13% | -20
CCOC(=O)C1(C)/C(=N/Nc2ccccc2Cl)C(=O)C(=O)N1c1ccccc1 (stereo unspecified)
 : -9% | 2% | . | 0% | 0.5 | -21% | ? | ? | -6
Nc1ccc2nc[nH]c2c1
 : 0% | -30% | -9 | -7% | -0.7 | -16% | 2 | ? | 0
O=c1c2sc3ccccc3c2n(Cc2ccc(F)cc2Cl)c(=O)n1Cc1ccccc1
 : 2% | . | . | 6% | . | 2% | . | . | 6
Fc1ccc(-c2cc(-c3ccccc3)c3c(n2)-c2cc(F)ccc2OC3)cc1
 : -2% | . | . | 9% | . | 6% | . | . | -4
COc1ccc(S(=O)(=O)N2CCCCCC2)cc1C(=O)N1CCCCC1
 : 3% | -7% | 4 | -1% | -2.7 | 5% | 1 | -1% | 1
CC1=C(C(=O)N(C)C)CC(CC(=O)NCc2cccs2)C(=O)N1Cc1ccc(F)cc1 (stereo unspecified)
 : -3% | -4% | -6 | 22% | -0.9 | 1% | -15 | -11% | -6
C=CCN1CCN(C(=O)c2c(-c3ccccc3)noc2C)CC1
 : 3% | 4% | 0 | 20% | -3.8 | 0% | 1 | -14% | 1
C=CCc1cccc(CNn2cnnc2)c1O
 : 13% | -3% | 1 | 14% | -0.2 | -1% | -10 | -4% | -5
COc1cccc2c(=O)c(C/C=C(/C)Cl)c(C)[nH]c12
 : -1% | -1% | 1 | -16% | 0.0 | -9% | 12 | -2% | 3
CC(C)=CCC/C(C)=C/C=N/NC(=O)c1ccccc1[N+](=O)[O-]
 : -1% | -17% | 18 | ? | -0.3 | -10% | -16 | -2% | 3
c1coc(CNCCCN2CCOCC2)c1
 : -3% | -1% | . | 23% | -1.4 | -18% | -13 | -2% | 4
COC(=O)C1=CN(C(C)C)C=C(C(=O)OC)C1c1cccc(OC)c1
 : 0% | -3% | -4 | ? | 1.0 | . | 6 | -2% | 1
CCOC(=O)c1sc(NC(=O)CSc2nnc(Cc3ccccc3)o2)c(C#N)c1C
 : -14% | ? | ? | 16% | 0.7 | -1% | 61 | 1.7µM* | -13
O=C(c1nc2ccccc2s1)N1CCSCC1
 : 5% | -2% | 1 | 5% | 1.8 | -5% | 14 | 1% | -6
O=C(COC(=O)C1CCC1)NCc1ccccc1
 : -10% | 8% | -6 | 4% | -2.8 | 19% | 5 | -4% | 4
COc1cccc(C(O)c2nc(-c3ccccc3OC)cs2)c1 (stereo unspecified)
 : 31% | 1% | 12 | ? | -0.7 | 5% | -10 | -7% | 0
Cc1cc(C)n(CC(=O)N2CCCC(N3CCN(Cc4ccc5c(c4)OCO5)CC3)C2)n1 (stereo unspecified)
 : -8% | 0% | 1 | 12% | 2.1 | 13% | 6 | -4% | 4
N#Cc1ccc(-c2ccc3nccn3c2)cc1
 : 15% | -3% | 1 | 13% | -0.1 | 12% | 21 | -5% | 5
COc1cc(/C=N/NC(=O)C(=O)/C=C2\NC3(CCCC3)Cc3ccccc32)ccc1O
 : 1% | -8% | -22 | ? | 0.7 | ? | 0 | -2% | 2
Cc1c(C(=O)N(C)C(C)c2ccncn2)oc2c(F)cccc12 (stereo unspecified)
 : 10% | -13% | 1 | 8% | 1.4 | 4% | 8 | -10% | -4
COc1ccc(C(=O)NC(=S)NCc2cccnc2)cc1OC
 : 13% | 1% | -3 | 14% | 0.1 | 18% | 17 | 4% | -5
O=C(CSc1nnnn1C1CCCC1)c1ccc2c(c1)OCCO2
 : -1% | 0%[57.1 µM] | . | 10% | -1.4 | 8% | -15 | ? | -3
COc1cc(C)c(S(=O)(=O)NCc2cccnc2)cc1C
 : 13% | -1% | 0 | -5% | -1.7 | 2% | 9 | -5% | 3
CC1(C(=O)Nc2cccc(S(=O)(=O)N3CCOCC3)c2)Cc2ccccc2C(=O)O1 (stereo unspecified)
 : 7% | -1% | -10 | -2% | -3.7 | 2% | -6 | -11% | -2
CC1=C(C(=O)NCCc2ccc(C)cc2)C2(CCC(C)CC2)OC1=O (stereo unspecified)
 : 9% | 8% | 14 | -26% | 2.8 | -23% | 4 | -2% | 2
CC(C)c1nnc(NC(=O)C2CCCN2C(=O)Nc2ccccc2[N+](=O)[O-])s1 (stereo unspecified)
 : -1% | -4% | 1 | 4% | -1.8 | -7% | 6 | -6% | -3
COc1ccc(N2CC(NC(=O)Nc3ccccc3)CC2=O)cc1 (stereo unspecified)
 : 8% | -7% | -5 | -8% | -0.2 | 6% | -21 | -12% | -2
NNC(=O)c1ccc(COc2ccc(Br)cc2)o1
 : -6% | -8% | 1 | ? | -1.3 | -1% | 0 | -9% | 2
COc1ccc(CCNc2ccc(S(=O)(=O)N3CCN(C)CC3)cc2[N+](=O)[O-])cc1
 : 17% | 0% | 1 | ? | 0.5 | -28% | -11 | -2% | -15
Cc1csc2c(=O)[nH]cnc12
 : 2% | 7%[57.1 µM] | 5 | 10% | -0.1 | -1% | 2 | -4% | 14
O=C(N[C@@H]1C/C=C\C[C@@H](CC(=O)N(CCO)Cc2ccccc2)C(=O)N[C@@H](c2ccccc2)COC1=O)OCC1c2ccccc2-c2ccccc21
 : -4% | -8% | -1 | -11% | -4.7 | ? | -4 | -3% | -1
O=C(CC12CC3CC(CC(C3)C1)C2)N/N=C/c1ccncc1
 : 0% | -30% | -5 | -4% | 0.2 | -5% | 0 | 27µM* | -7
CCOc1ccc2cc(C#N)c(SCC(=O)OC)nc2c1
 : -4% | 17% | -17 | 0% | -3.0 | 12% | 21 | -5% | -6
COc1ccc(-c2noc3c2-c2nc(C4CCCCC4)sc2CC3)cc1
 : -3% | -1% | 19 | 24% | 0.4 | 11% | -4 | -11% | 3
c1ccc(-c2cc(-c3nnc4n3N=C(c3ccc5ccccc5c3)CS4)[nH]n2)cc1
 : ? | 10% | . | 0% | -3.7 | ? | ? | -4% | -2
CC(C)=CCN1CCN(Cc2ccc(C#CC(C)(C)O)s2)CC1CCO (stereo unspecified)
 : 1% | -33%[57.1 µM] | 1 | -18% | -2.1 | 15% | -16 | -5% | -3
COc1cc(C2Nc3cccc4cccc(c34)N2)ccc1O
 : -4% | -26% | -27 | 14% | 0.5 | -10% | -3 | -18% | -1
CCn1c(=O)n(CC)c2cc(N3CCCC3)c(NC(=O)c3cc(Br)ccc3OC)cc21
 : -4% | -4% | 4 | 0% | -0.6 | -20% | 26 | 3% | -2
CCC(C(=O)O/N=C(\N)c1ccc(Cl)cc1)c1ccccc1 (stereo unspecified)
 : -6% | 5% | 7 | ? | -1.2 | 13% | -2 | -2% | -2
CC(NC(=O)COC(=O)CCc1nc(=O)c2ccccc2n1C)c1ccccc1 (stereo unspecified)
 : -1% | -3% | 4 | 4% | 0.0 | 3% | 4 | -2% | 9
O=C1[C@H](Cc2ccccc2)NCCCC[C@H](c2ccc(Cl)cc2)N1Cc1ccccc1
 : 1% | -10% | 23 | ? | 0.1 | 2% | -25 | -1% | -24
CC(O)(c1cccc(F)c1)c1nc(-c2csc3ccccc23)cs1 (stereo unspecified)
 : -9% | 6% | 41 | ? | -0.5 | 3% | 1 | 3% | -3
COc1nc(-c2ccccc2)ccc1-c1noc(COc2ccccc2)n1
 : 10% | -11% | -1 | ? | 0.1 | 8% | ? | -5% | 4
COc1cc(/C=N/NC(=O)c2cc(-c3ccc4c(c3)OCO4)n[nH]2)ccc1O
 : 23% | -8%[11.6 µM] | -8 | 8% | -1.0 | -21% | 38 | -2% | 61*
COc1ccc(-c2csc(NC(=O)CCCc3nc4ccccc4c(=O)[nH]3)n2)cc1OC
 : 15% | -9% | ? | ? | -0.9 | ? | 8 | -6% | 8
O=C(Nc1ccc(F)cc1)c1ccccc1Oc1ccc(C(F)(F)F)cc1[N+](=O)[O-]
 : -12% | -29% | -1 | 10µM* | -0.3 | ? | -18 | -2% | -1
CCOc1cc(NC(=S)Nc2ccccc2)c(OCC)cc1NC(=O)c1ccc(OC)cc1
 : 7% | -3% | 3 | 0% | -0.5 | -17% | 17 | -3% | -7

6 compounds picked at random from those above:
The line under a structure holds: GLP-1R agonist | WRN inhibitor | PI5P4Ka inh | GLP1R inv ag | IL2 activator | GLP1R cytotox | DRD3 antagonist | PLK1 PBD inh | DRD3 agonist
CC(C)=CCN1CCN(Cc2ccc(C#CC(C)(C)O)s2)CC1CCO (stereo unspecified)
 : 1% | -33%[57.1 µM] | 1 | -18% | -2.1 | 15% | -16 | -5% | -3
CCOc1cc(NC(=S)Nc2ccccc2)c(OCC)cc1NC(=O)c1ccc(OC)cc1
 : 7% | -3% | 3 | 0% | -0.5 | -17% | 17 | -3% | -7
CCn1c(=O)n(CC)c2cc(N3CCCC3)c(NC(=O)c3cc(Br)ccc3OC)cc21
 : -4% | -4% | 4 | 0% | -0.6 | -20% | 26 | 3% | -2
c1ccc(-c2cc(-c3nnc4n3N=C(c3ccc5ccccc5c3)CS4)[nH]n2)cc1
 : ? | 10% | . | 0% | -3.7 | ? | ? | -4% | -2
O=C(Nc1ccc(F)cc1)c1ccccc1Oc1ccc(C(F)(F)F)cc1[N+](=O)[O-]
 : -12% | -29% | -1 | 10µM* | -0.3 | ? | -18 | -2% | -1
COc1cc(C2Nc3cccc4cccc(c34)N2)ccc1O
 : -4% | -26% | -27 | 14% | 0.5 | -10% | -3 | -18% | -1
